# Bioassay records: PubChem BioAssay, National Center for Advancing Translational Sciences (NCATS)
# D2 agonist: activates the human D2 dopamine receptor | P14416 | HEK293 T-REx D2 cells, calcium flux agonist mode | activation, % at 2 µM | hit rate 0.53% among 340,000 | AID 485358;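 active = activation over 3 SD above normal in the single-dose calcium agonist read, cut at about 30% in these data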; note: 0% is about no effect
#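 Tetracycline-induced HEK293 T-REx cells with force-coupled D2 receptor, plated overnight at 30 C, loaded with no-wash calcium dye. After a 10 s baseline, compound was pin-added and calcium flux read kinetically for 180 s; calcium rises flagged agonists.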
# PI4K2A inh: blocks human PI4K2A kinase activity; purified PI4K2A, ADP-Glo luminescence, 1 h; hits give low values; activity change, negative = inhibition, % at 76.9 µM; hit rate 0.13% among 420,000; in the data active = activity change below about -50%; inconclusive = mostly about -30% to -49%;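 note: -100% = wells without enzyme as full effect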
#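 ADP-Glo luminescence measured ADP generated by PI4K2A enzyme (4 ug/mL before mixing) with 1.2 mM PI substrate (pre-mix) and 300 microM ATP (pre-mix). Tris pH7.5 buffer with MgCl2, Triton X-100; 1 h reaction at ambient temperature.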
# TrxR1 inh: blocks rat thioredoxin reductase 1. hit rate 1% among 390,000. Potency, µM (top dose mostly 114 µM), for the others: at the top dose activity change, negative = inhibition, actives largely listed as inhibitors. AID 588453. O89049. recombinant rTrxR1, NADPH fluorescence consumption, selenite substrate; note: potency is the fitted concentration of half-maximal effect; % is set by controls: 0 for no effect and ±100 for the full control effect; nearly all actives have a fitted effect of over 65% in size
#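 Rat TrxR1 (90 nM in the dispensed reagent) was pre-reduced with 400 uM NADPH for 5 min at room temperature, then incubated with compound for 15 min. After 400 uM selenite was added, NADPH fluorescence (Ex 340/Em 450 nm) was followed for 8 min.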
# D2 antag: antagonizes the human D2 dopamine receptor; HEK293 TREx D2 cells, calcium flux, dopamine EC80; inhibition, % at 10 µM; hit rate 2% among 340,000; in the data active = inhibition above about 30%; note: 0% is about no effect
#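 Overnight-induced (tetracycline, 30 C) HEK293 T-REx cells carrying force-coupled D2 receive a no-wash calcium dye, then compound, then EC80 dopamine at 180 s; signals are read kinetically throughout.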
# TRHR enhancer: allosteric enhancers of human TRH receptor; enhancement, % at 2 µM; AID 493056; hit rate 0.66% among 360,000; TRHR cells, fluo-8 calcium fluorescence, EC20 TRH enhancement; P34981; in the data active = enhancement above about 30%; note: 0% is about no effect
# Target sequence (P34981 whole entry, looked up): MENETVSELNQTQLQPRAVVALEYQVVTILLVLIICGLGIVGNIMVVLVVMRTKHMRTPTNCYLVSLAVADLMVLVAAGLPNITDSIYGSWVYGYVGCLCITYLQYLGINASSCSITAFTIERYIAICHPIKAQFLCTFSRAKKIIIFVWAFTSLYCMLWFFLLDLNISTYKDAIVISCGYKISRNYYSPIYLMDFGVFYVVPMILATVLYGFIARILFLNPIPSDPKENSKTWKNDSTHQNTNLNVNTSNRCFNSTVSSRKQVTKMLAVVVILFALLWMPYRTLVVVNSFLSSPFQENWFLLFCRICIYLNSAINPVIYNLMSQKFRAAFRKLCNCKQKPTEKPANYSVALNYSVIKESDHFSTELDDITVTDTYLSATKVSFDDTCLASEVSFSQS
#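 Enhancer read-out: after compound pinning and an initial kinetic agonist-mode read, an EC20 of TRH (10 nM final) was injected and fluo-8 calcium signal (Ex 480/Em 530) followed at 1 s/cycle for 100 cycles in TRHR-expressing cells.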
# IDH1 R132H inh: inhibitors of human mutant IDH1 R132H | hit rate 0.093% among 390,000 | O75874 | IDH1-R132H enzyme, NADPH consumption, diaphorase/resazurin fluorescence | Potency, µM (titrated, usually from 76.6 µM), without a hit: at the highest dose activity change, negative = inhibition, hits mostly inhibitors; note: potency is the fitted concentration of half-maximal effect; % is set by controls: 0 for no effect and ±100 for the full control effect; nearly all actives have a fitted effect of over 65% in size
# Target sequence (O75874 whole entry R132H, stated change not applied): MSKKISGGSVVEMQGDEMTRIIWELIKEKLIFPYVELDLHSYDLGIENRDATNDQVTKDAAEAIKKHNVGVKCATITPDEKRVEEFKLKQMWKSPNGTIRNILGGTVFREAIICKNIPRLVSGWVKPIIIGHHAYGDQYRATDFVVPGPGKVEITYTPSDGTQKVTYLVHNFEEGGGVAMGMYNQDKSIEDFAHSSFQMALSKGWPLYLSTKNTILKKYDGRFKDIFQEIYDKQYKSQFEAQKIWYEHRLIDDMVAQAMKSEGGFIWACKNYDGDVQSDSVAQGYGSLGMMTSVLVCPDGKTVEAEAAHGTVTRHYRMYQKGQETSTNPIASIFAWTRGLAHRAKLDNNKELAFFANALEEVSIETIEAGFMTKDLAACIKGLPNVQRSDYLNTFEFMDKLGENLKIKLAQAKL
#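 IDH1-R132H (0.5 ug/mL dispensed) in pH 7.5 Tris buffer was preincubated 30 min with compound, then given a substrate mix of 0.016 mM NADPH and 2 mM alpha-KG for 80 min at room temperature; remaining NADPH was read by diaphorase/resazurin fluorescence.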
# USP1-UAF1 inh: blocks the human USP1/UAF1 deubiquitinase complex; recombinant USP1/UAF1, Ub-Rhodamine cleavage fluorescence; Potency, µM (highest dose often 57.1 µM), for inactives: top-dose activity change, negative = inhibition, hits mostly inhibitors; hit rate 0.23% among 390,000; note: potency is the fitted concentration of half-maximal effect; % is set by controls: 0 for no effect and ±100 for the full control effect; nearly all actives have a fitted effect of over 60% in size; inactives centre near -12
#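 1 nM enzyme complex + cpd, 15 min RT; start with Ub-Rho 150nM final; kinetic fluorescence ex 480/em 540, 6 reads q60 s. Buffer 50mM HEPES pH 7.8, 0.5mM EDTA, 0.1 mg/ml BSA, 1mM TCEP, 0.01% Tween-20.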
# TRHR ag: TRH receptor (human) agonism | P34981 | TRHR cells, calcium flux fluo-8, FDSS agonist mode | activation, % at 2 µM | hit rate 0.18% among 360,000; in the data active = activation above about 30%; note: 0% is about no effect
#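 In this calcium-flux screen, cells bearing human TRHR are dye-loaded with fluo-8, baselined for 10 cycles, then exposed to library compounds; positive kinetic calcium responses during the agonist phase mark hits, with TRH as control.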
# TrxR1 substrate: rat thioredoxin reductase 1 substrate activity; O89049; purified TrxR1 substrate turnover, NADPH consumption readout; Potency, µM (titrated, usually from 114 µM), without a hit: top-dose activity change, negative = substrate turnover; hit rate 0.01% among 390,000; AID 588456; note: potency is the fitted concentration of half-maximal effect; % is set by controls: 0 for no effect and ±100 for the full control effect; nearly all actives have a fitted effect of over 50% in size
#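 Rat TrxR1, dispensed at 90 nM, was prereduced with 400 uM NADPH (final) for 5 min at ~22 deg C, then incubated with compound 15 min before 400 uM selenite. A first-read NADPH fluorescence drop versus no-compound background flagged substrates.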
# * marks the source's active call; other numbers are inactive results; ? = inconclusive; . = no result given; & = joins results of further samples; [ ] = remark or other dose. Unless noted, calls come from the whole dose curve; as a rule, active = well fitted inhibition curve with a large enough effect; inconclusive = small, poorly fitted or top-dose-only effect; inactive = no such curve, though single readings can be large or run the other way.
SMILES,D2 agonist,PI4K2A inh,TrxR1 inh,D2 antag,TRHR enhancer,IDH1 R132H inh,USP1-UAF1 inh,TRHR ag,TrxR1 substrate
COc1ccccc1NC(=O)CSc1nnc(CSc2nc(C)cc(C)n2)o1,0.4,7,12%,-2,2,5%,-12%,-0.1,6%[57.1 µM]
CCOCCCNC(=O)CN1C(=O)COc2ccc(S(=O)(=O)N3CCCCCC3)cc21,-0.4&-0.3,0&-1,1%&23%,-11,10&4,12%&-2%,-15%&-13%,-0.3&0.4,6%&8%
CSc1nsc(SCC(=O)N2CCCCC2)n1,-0.2,-2,13%[57.1 µM],-12,5,8%,-9%,-0.3,2%[57.1 µM]
CC(OC(=O)c1ccc(S(=O)(=O)NCc2ccco2)cc1)C(=O)Nc1ncc(Cl)cc1Cl (centres undefined),0.7,-2,?,18,0,3%,-13%,0.2,0%
Cc1cccc(-n2ncc3c2CCCC3NC(=O)CC(F)(F)F)c1C (centres undefined),1.2,4,8%,5,-9,5%,-11%,-0.2,3%
COc1ccc(OC)c(C2/C(=C(/O)c3ccc(C)cc3)C(=O)C(=O)N2Cc2ccco2)c1 (centres undefined),-0.8,-5,-9%[57.1 µM],11,19,-4%,-9%,-1.0,3%[57.1 µM]
CCn1nc(C)cc1C(=O)N1CCCC(C(=O)c2ccc3ccccc3c2)C1 (centres undefined),1.0,-17,8%,6,-13,-18%,-5%,-1.0,6%
CC(C)NC(=O)CCCn1cc([N+](=O)[O-])cn1,2.6,2,8%[57.1 µM],5,1,-6%,-19%,-0.2,9%[57.1 µM]
N#CC1=C(N)Oc2n[nH]c(-c3cccs3)c2C1c1ccncc1 (centres undefined),-1.0,3,8%[57.1 µM],2,6,-4%,-9%,-0.2,-7%
CCc1noc(C)c1C(=O)NNC(=O)c1ccc(F)cc1,-0.4,-3,-14%,11,24,-4%,-15%,-1.3,-17%
O=[N+]([O-])c1cccnc1Oc1cccnc1,0.6,-5,-6%[57.1 µM],-1,-5,0%,2%,0.5,4%[57.1 µM]
Cc1ccc(C)c(NC(=O)CSc2nc(-c3ccccc3Cl)nc3c2Cc2c(CO)cnc(C)c2O3)c1,0.9,2,8%,.,4,22%,-4%,0.6,0%
CC(C)(C)NC(=O)c1ccnc(C(C)(C)C)c1,-0.4,1,5%,1,1,2%,-7%,-1.5,-8%[57.1 µM]
O=C(Nc1ccccc1)N1N=C(c2cccs2)CC1c1cccs1 (centres undefined),0.9,1,22%,12,5,9%,0%,0.5,36%[activator]
Cc1c(NC(=O)C(C)Oc2cccc(F)c2)c(=O)n(-c2ccccc2)n1C (centres undefined),.,-3,18%,.,.,-5%,-1%,.,2%
CCN(CC(=O)Nc1c(F)cccc1F)C(=O)C1CC(=O)N(CCc2ccc(OC)c(OC)c2)C1 (centres undefined),-0.6,3,20%,-25,-1,-14%,-16%,0.0,0%
CCN(C(=O)CSc1cccc[n+]1[O-])C1CCCCC1,.,-1,14%,.,.,-3%,-23%,.,2%
O=C(COC(=O)CNC(=O)c1ccccc1F)Nc1ncc(Cl)cc1Cl,0.5,-22,22%,18,-6,3%,-22%,0.4,5%
C=CCNC(=O)C(C#N)c1nc2ccccc2nc1N1CCN(Cc2ccccc2)CC1 (centres undefined),1.4,7,5%,11,3,6%,?,1.5,2%
O=C(c1ccc2[nH]c(=O)c(=O)[nH]c2c1)N1CCc2ccccc2C1,.,-3,12%,.,19,6%,-22%,0.2,38%[activator]
CCOC(=O)c1nnn(-c2nonc2N)c1-c1ccc(F)cc1,-0.3,-4,-4%[57.1 µM],-13,4,20%,-10%,-1.5,-3%[57.1 µM]
CCOC(=O)C1CCN(c2cc3c(cc2NC(=O)c2ccc(F)cc2)n(C)c(=O)n3C)CC1,-1.5,5,12%,-13,4,-1%,-5%,0.6,3%
O=C(NCc1cccc(F)c1F)C1CCC(=O)N(C2CCCCCC2)C1 (centres undefined),-0.8,-1,-3%,-15,-2,3%,-21%,-0.4,-6%
CCCc1nc(SCC(=O)N2c3ccccc3CC2C)c2c(C)c(C)sc2n1 (centres undefined),-0.4,1,14%,6,-2,6%,-26%,-0.1,9%
CCN(CC)c1ccc(S(=O)(=O)N2CCOCC2)cc1NC(=O)COC(=O)/C=C/c1ccc(O)c(OC)c1,.,-5,-5%,.,.,2%,-9%,.,-6%

# Additional results
SMILES,D2 agonist,PI4K2A inh,TrxR1 inh,D2 antag,TRHR enhancer,IDH1 R132H inh,USP1-UAF1 inh,TRHR ag,TrxR1 substrate
O=C(c1ccc(F)cc1)C1CCN(C(=O)c2ccncc2)CC1,-0.9,-2,24%,6,-1,7%,-10%,-0.2,12%
Cc1cccc(C)c1NC(=O)COC(=O)c1ccccc1O,0.9,5,10%[57.1 µM],3,6,-3%,-2%,0.2,0%[57.1 µM]
NC(=O)CC(NC(=O)c1ccccc1)c1ccc(N2CCN(c3ccccn3)CC2)c([N+](=O)[O-])c1 (centres undefined),-0.4,1,7%,-8,0,16%,-18%,-0.4,-7%
CCOc1ccc2nc(N3CCCC(C(=O)Nc4cc(Cl)c(OC)cc4OC)C3)sc2c1 (centres undefined),0.6,0,10%,.,0,31%,-15%,0.1,-4%
COCCn1ccc2c(OCC(=O)NCc3ccc(C)cc3)cccc2c1=O,0.1,4,9%,-2,-1,-2%,-18%,-0.2,6%
Cc1nc2ccc(NC(=O)c3cc(S(=O)(=O)N4CCOCC4)ccc3C)cc2s1,-0.1,0,14%,-1,15,0%,-10%,-0.3,1%
Cc1csc2nc(COC(=O)c3cccc(NC(=O)COc4ccc(Cl)cc4)c3)cc(=O)n12,2.4,2,17%[57.1 µM],.,-10,11%,-9%,0.9,7%[57.1 µM]
Cc1nnc2c3cnn(-c4ccc(Cl)cc4)c3ncn12,0.2,.,.,-5,0,.,.,0.3,.
NC(=O)C1CCN(C(=O)COc2cccc3cccnc23)CC1,0.6,5,14%,-7,-1,-1%,2%,0.9,10%
COc1cccc(CNC(=O)c2cccc(S(=O)(=O)N3CCN(C)CC3)c2)c1,0.1,-5,17%,-5,1,-1%,-11%,0.6,1%
CC(C)CC(=O)NC1(C(F)(F)F)NC(=O)N(c2ccccc2)C1=O (centres undefined),0.2,-2,2%,1,6,0%,-6%,0.4,-7%
CCc1ccc2c(c1)/C(=C/C(=O)c1cccs1)C(=O)N2,-1.2,11,-31%,-2,4,8%,-7%,0.3,4%
CCSc1ncc(Cl)c(C(=O)N2CCN(c3ccccc3OC)CC2)n1,-0.8,2,17%,.,-10,54%[activator],?,-1.1,2%
COC(=O)c1cc(C(=O)c2cc(Br)ccc2O)coc1=N,-0.1,-2,-15%[57.1 µM],1,-4,1%,-4%,0.0,-6%[57.1 µM]
O=C(CCc1c[nH]c2ccccc12)OCC(=O)N1CCN(S(=O)(=O)c2ccccc2)CC1,0.5,4,7%,4,-4,4%,-10%,-0.4,-6%
CCCCCCCCC(=O)N/N=C(\C)c1ccc(O)cc1O,-0.6,-1,-3%,49*,-6,4%,-20%,-0.6,-9%
COc1ccc(-c2csc(/C(C#N)=C\c3cccc([N+](=O)[O-])c3)n2)cc1,0.9,.,.,-9,7,.,.,2.3,.
COC(=O)C1=C(C)NC(=O)/C1=C\c1cc(C)n(-c2ccccc2)c1C,1.4,-3,-12%[57.1 µM],-11,-6,-8%,-29%,0.9,-1%[57.1 µM]
Cc1cccc(N2CCN(C(=O)c3cc4ccccc4oc3=O)CC2)c1C,.,-1,14%[57.1 µM],.,-1,-5%,5%,-0.5,-7%[57.1 µM]
CCOC(=O)N1CCC(N(CCN(C)C)C(=S)Nc2ccccc2OCC)CC1,0.4,-11,0%,11,1,0%,2%,0.1,-1%
CCCCN1CC(COCc2ccccc2)Oc2cccc(Oc3ccc(OC)cc3)c2S1(=O)=O (centres undefined),.,1,24%,.,.,3%,-6%,.,-1%
c1ccc(CSC2=NCCS2)cc1,-0.1,-2,18%[57.1 µM],-4,14,-4%,0%,-0.1,4%[57.1 µM]
O=C(Cn1c(=O)n(Cc2ccccc2)c(=O)c2cc(Cl)ccc21)NCC1CCCO1 (centres undefined),-2.7,-1,9%,-5,8,18%,-5%,-1.9,4%[57.1 µM]
N#Cc1nc(COc2ccc(Br)cc2)oc1N1CCN(Cc2ccccc2)CC1,2.0,-5,7%[57.1 µM],-3,2,-1%,-1%,2.0,5%[57.1 µM]
COc1cccc(-c2nc3n(n2)C(c2ccccc2Cl)C(C(N)=O)=C(C)N3)c1 (centres undefined),0.2,-2,6%[57.1 µM],-1,0,-7%,?,0.6,-4%[57.1 µM]
COc1cccc(NC(=O)NC2CC(=O)N(c3ccc4c(c3)OCCO4)C2)c1 (centres undefined),-0.6,1,-4%,-3,3,-1%,-12%,0.6,-6%
CN(C(=O)COC(=O)C1CCN(S(=O)(=O)c2ccc(Cl)cc2)CC1)C1CCS(=O)(=O)C1 (centres undefined),.,3,-3%[2.29 µM],.,.,1%,-9%,.,0%[2.29 µM]
Cc1cccc(C(C)C)c1NC(=O)c1cc2ccccc2o1,-0.6,-2,3%,-16,4,4%,1%,-0.8,-7%
COc1ccc(CCN=C(N)NS(=O)(=O)c2ccc(OC)cc2)cc1,-0.9,-2,-10%,-7,4,4%,-17%,0.3,-10%

# Profiles, quoted from the list. Order of screens: D2 agonist | PI4K2A inh | TrxR1 inh | D2 antag | TRHR enhancer | IDH1 R132H inh | USP1-UAF1 inh | TRHR ag | TrxR1 substrate
# Shown for `Cc1csc2nc(COC(=O)c3cccc(NC(=O)COc4ccc(Cl)cc4)c3)cc(=O)n12` = 2.4 | 2 | 17%[57.1 µM] | . | -10 | 11% | -9% | 0.9 | 7%[57.1 µM]
# Shown for `NC(=O)C1CCN(C(=O)COc2cccc3cccnc23)CC1` = 0.6 | 5 | 14% | -7 | -1 | -1% | 2% | 0.9 | 10%
# Shown for `CCOC(=O)N1CCC(N(CCN(C)C)C(=S)Nc2ccccc2OCC)CC1` = 0.4 | -11 | 0% | 11 | 1 | 0% | 2% | 0.1 | -1%
